CaV13 ICDI inh = Primary screen for inhibitors of IQ motif and Ca2+-dependent inactivation inhibitor domain binding in CACNA1D, Förster resonance energy transfer in living cells, …; HEK cells, CFP/YFP FRET ICDI-IQ, plate reader, 10 min; percent FRET-ratio fall versus neutral wells; inhibition, % at 12.3 µM; actives 0.098% (n = 340,000); AID 743397;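 active = mean replicate inhibition of at least 30% and at least 1% of replicates passing that level; inconclusive = only one of the two criteria is met; inactive = neither criterion is met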;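 also: 0% = median of the neutral control wells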
NR2E3 ag-1 = human photoreceptor-specific nuclear receptor agonism; Q9Y5X4; CHO-S Gal4-NCOR/VP16-NR2E3 two-hybrid, luciferase; inhibition of corepressor binding, % at 3.98 µM; actives 0.35% (n = 360,000); AID 602229;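 active = inhibition above the mean of all tested compounds plus 3 SD, cut at about 70% in these data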;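 also: 0% = DMSO with NR2E3 transfected cells and 100% = cells lacking NR2E3 construct; higher means lower luciferase signal from less NR2E3 corepressor binding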
Target sequence (Q9Y5X4 whole entry, looked up, the tested form may be a part): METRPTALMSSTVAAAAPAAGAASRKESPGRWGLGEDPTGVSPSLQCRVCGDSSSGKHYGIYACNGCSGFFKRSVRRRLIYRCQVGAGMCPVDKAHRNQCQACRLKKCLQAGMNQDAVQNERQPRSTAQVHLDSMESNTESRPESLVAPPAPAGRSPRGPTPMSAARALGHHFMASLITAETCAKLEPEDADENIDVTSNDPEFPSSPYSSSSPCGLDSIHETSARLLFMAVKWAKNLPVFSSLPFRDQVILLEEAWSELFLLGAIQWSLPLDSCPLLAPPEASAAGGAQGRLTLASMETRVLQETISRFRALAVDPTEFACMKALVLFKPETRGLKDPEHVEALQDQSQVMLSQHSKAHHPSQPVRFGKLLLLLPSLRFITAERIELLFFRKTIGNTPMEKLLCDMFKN
Vif imaging = blocks HIV Vif function; HEK293T cells, Vif self-association by quenched fluorescence, imaging, 24 h; inhibition, % at 7.49 µM; AID 602346; actives 0.35% (n = 340,000); in the data active = inhibition above about 50%, passing the limit was not always enough; inconclusive = no clear call, values can overlap the other calls; inactive = below about 31%; also: some results filed as inactive read as strong as hits
NR2E3 ag-2 = agonists of human nuclear receptor NR2E3; actives 0.12% (n = 320,000); inhibition of corepressor binding, % at 4.78 µM; GST-NR2E3/biotin-RetCOR TR-FRET, 1536-well; AID 2300;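 active = percent inhibition above the cutoff of mean plus 3 SD of all tested compounds, set per screening campaign, cut at about 20% in these data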;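 also: 0% = DMSO wells and 100% = biotin wells as full block of FRET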
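Material: NR2E3–RetCOR corepressor complex / Incubation: Compound–protein incubation for 5 h at 4 °C / Dosing: compound at 4.8 µM, single dose / Detection: time-resolved FRET / Benchmarks: high control biotin, low control 0.6% DMSO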
Exocytosis inh = blocks lytic granule exocytosis | TALL-104 LAMP-1 surface exposure, flow cytometry; cells stimulated with thapsigargin and PMA | inhibition, % at 10 µM | actives 0.66% (n = 360,000) | AID 651702;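 active = inhibition above about 55%, limit read from the data; inconclusive = no clear call, values can overlap the other calls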
HIF-2a inh = blocks HIF-2a reporter activity; actives 0.72% (n = 360,000); inhibition, % at 18.8 µM; 786-0 RCC cells HIF-2a reporter, luciferase luminescence, overnight;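 active = inhibition of the luminescence signal of 40% or more relative to plate controls, in a single-dose primary screen at 18.75 µM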
aDG glyco act = increases alpha dystroglycan glycosylation. AID 624168. activation, % at 10 µM. actives 0.22% (n = 360,000). Pro5-aDG cells, alpha-DG glycosylation AlphaScreen (IIH6); 0% Pro5, 100% B10-LARGE cell signal;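 active = activation of at least 8% versus controls, or a plate z-score of at least 8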;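 also: Pro5 are CHO cells carrying HIG-tagged alpha-DG that lacks glycosylation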
iPSC survival up = hiPSC single-cell survival enhancement | ATPlite luminescence; 100% = ROCK inhibitor wells, 0% = DMSO | survival enhancement, % at 20 µM | actives 0.044% (n = 360,000) | AID 602274; in the data active = survival enhancement above about 18%;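 also: cells exposed to compounds for 16 hours before the ATP read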
PDI turbidity = blocks human protein disulfide isomerase activity. actives 0.052% (n = 350,000). P07237. PDI insulin aggregation turbidity, A650, 90 min. inhibition, % at 10 µM. AID 588391;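 active = mean inhibition across replicates of 30% or more, whatever share of single replicates reach that level; inconclusive = mean inhibition below 30% while every single replicate reaches 30%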;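 also: absorbance from insulin aggregation driven by PDI reduction with DTT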
Target sequence (P07237 whole entry, looked up): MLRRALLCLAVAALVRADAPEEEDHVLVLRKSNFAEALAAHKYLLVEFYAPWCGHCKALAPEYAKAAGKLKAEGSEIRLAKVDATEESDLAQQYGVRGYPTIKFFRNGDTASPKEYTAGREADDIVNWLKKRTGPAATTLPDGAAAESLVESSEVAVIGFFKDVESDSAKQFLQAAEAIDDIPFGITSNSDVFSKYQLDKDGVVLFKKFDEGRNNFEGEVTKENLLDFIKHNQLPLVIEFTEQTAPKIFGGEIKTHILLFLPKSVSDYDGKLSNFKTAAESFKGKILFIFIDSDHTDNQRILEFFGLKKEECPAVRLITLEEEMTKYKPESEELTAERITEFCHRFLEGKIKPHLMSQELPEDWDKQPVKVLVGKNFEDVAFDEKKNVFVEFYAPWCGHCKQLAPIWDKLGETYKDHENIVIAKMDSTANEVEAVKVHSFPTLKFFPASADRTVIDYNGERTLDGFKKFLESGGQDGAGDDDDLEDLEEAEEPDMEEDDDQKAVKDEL
Peg3 prom inh = Peg3 promoter activity inhibition; actives 1.7% (n = 360,000); AID 588405; inhibition, % at 20 µM; HeLa PEG-Prom luciferase reporter, luminescence, overnight;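 active = inhibition of at least 50% at 20 µM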
TRPM1 prom inh = inhibitors of MITF-driven TRPM1 promoter in melanoma cells; SK-MEL-5 TRPM1 promoter luciferase, 24 h; actives 0.83% (n = 330,000); AID 488899; inhibition, % at 12.5 µM;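 active = mean inhibition across replicates of 60% or more, whatever share of single replicates reaches that level; inconclusive = some that reach 60%, reason not given; inactive = mean inhibition across replicates below 60%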; also: values of inactives mirror those of a sister screen read the other way
The depositor's hits bear a star; u = inconclusive; x = no result given.

Every second line gives: CaV13 ICDI inh, NR2E3 ag-2, PDI turbidity, TRPM1 prom inh, NR2E3 ag-1, Exocytosis inh, iPSC survival up, Vif imaging, HIF-2a inh, aDG glyco act, Peg3 prom inh
COc1ccc(Nc2nc3ccccc3nc2NS(=O)(=O)c2ccc(NC(C)=O)cc2)cc1
  2, -1, 3, -1, -12, -1, -0.3, -20, -25, 0.0, 14
Cc1nc2cnccc2n1C
  -5, -1, -3, 13, 18, -7, 3.7, -7, 2, 0.0, -5
CN(C)c1ccc(N=Nc2nc3ccccc3n2C)cc1
  -6, -8, -4, u, 32, 7, -0.7, 7, 17, 1.1, 104*
COc1ccc(C(=O)NCC(=O)N=Nc2c(O)n(Cc3ccccc3)c3ccccc23)cc1OC
  1, 2, -2, 9, -34, 1, 0.2, -1, 14, 1.3, 27
Cc1ccc(O)c(N=NC2=C(O)CC(C)(C)CC2=O)c1
  -17, -3, 0, -54, -27, -1, -3.4, -7, -186, 0.8, -141
Cc1sc(NC(=O)C2C3CCC(O3)C2C(=O)O)nc1-c1ccc(CC(C)C)cc1 (stereo unspecified)
  -4, 3, -2, -26, -39, 0, -1.4, 8, -279, -0.2, -134
Cc1ccc(N/C(C(Cl)=C(Cl)Cl)=C(/Cl)[N+](=O)[O-])c(C)c1
  -8, x, 1, 15, 11, 5, 0.7, 3, -3, 0.5, 8
CN(C)CCCNC(=O)c1ccc(-c2cc3nc(NCc4cccnc4)n(C)c(=O)c3s2)cc1
  -9, x, -9, x, 21, -15, 6.1, 16, 7, -0.1, 0
CC(C)C(=O)Nc1cccc(-c2cn3ccccc3n2)c1
  -5, 3, 8, -5, -13, 2, 2.0, 9, 7, -0.1, -5
CN1C(=S)SC(C)(C)C1/[N+]([O-])=C/c1cccnc1 (stereo unspecified)
  x, 0, -2, -2, -13, -2, -2.0, 4, 8, -0.2, -1
Cc1cc(NC(=O)c2ccccc2NS(=O)(=O)c2c(C)c(C)cc(C)c2C)no1
  -5, -4, 0, 11, 6, 0, -0.2, -14, 20, 0.0, 41
Cc1ccc(C(=O)N2CCC(C(=O)c3ccc(F)cc3)CC2)cc1
  -1, x, -3, -6, 5, -2, 2.4, -15, 6, 0.3, 20
CCOC(=O)N1CCN(C(=O)Cc2cccs2)CC1
  -4, 0, 4, 5, -32, 1, -2.1, 2, 4, 0.0, -4
CC(Oc1ccc(Cl)cc1)c1ccc(C#N)c(=O)[nH]1 (stereo unspecified)
  -17, -2, 25, 7, 10, 4, -1.7, 4, 23, 0.5, 9
Cc1c(C(=O)N(C)C(C)c2ccccn2)oc2c(F)cccc12 (stereo unspecified)
  -5, -3, -4, -11, -19, -6, 0.3, 1, -120, -0.2, -64
CC(=O)c1ccc(CCCc2ccc(C(C)=O)cc2)cc1
  -5, x, 2, 14, -116, 12, 0.1, -1, -158, 0.1, -153
Cc1cc(-c2ccc(C(C)C)c(S(=O)(=O)N3CC(=O)Nc4ccccc43)c2)on1
  -7, 0, 5, -17, 8, 5, 1.2, 19, 12, -0.6, 4
Cc1cc2c(c(C#N)c1C)NC=NC2C (stereo unspecified)
  -4, x, 0, x, 7, -1, -2.4, 0, 1, 0.0, 2
COCCNC(=O)C1(C)CCN(C(=O)c2cc(C(C)(C)C)nn2C)C1 (stereo unspecified)
  -5, x, -35, x, -3, 1, -0.5, -6, 0, -0.1, 2
c1ccc2c(c1)nc(N1CCOCC1)c1ccccc12
  5, -1, 2, -25, -29, 8, -0.5, 2, 10, 0.3, 14
N#CC(C#N)=Cc1c(N2CCN(c3ccccc3)CC2)nc2ccccn2c1=O
  -3, 0, -3, -40, -34, 11, -0.3, 10, -130, -0.1, -77
CCCc1cc(=O)[nH]c(SCC(=O)N2CCCc3ccccc32)n1
  -2, 2, 2, 11, 23, -1, 0.7, -1, 15, -0.1, 2
COc1cccc(NC(=O)Nc2nnc(N3CCCCC3C)s2)c1 (stereo unspecified)
  -8, 5, 6, x, -58, 4, 4.0, -3, -210, 0.1, -253
CCCCCc1nnc(NC(=O)C2=COCCO2)s1
  -5, -1, 2, -57, -86, 0, 0.1, 8, -117, -0.3, -253
CCCC1(C(=O)OCC)NC(c2ccc(O)cc2)C2C(=O)N(c3cccc(C(C)=O)c3)C(=O)C21 (stereo unspecified)
  -2, 1, -7, 2, -2, 1, 0.7, -7, 7, 0.1, 3
CCOc1cc(C(=O)NN=C2CCCC2)cc(OCC)c1OCC
  -7, 0, -1, 18, 26, 1, 0.4, -12, 22, 0.0, -1
O=C(O)CSc1cc(NS(=O)(=O)c2cccc([N+](=O)[O-])c2)c2ccccc2c1O
  -2, x, -3, 76*, -6, 75*, -0.6, 14, 15, 2.6*, 3
CCOC(=O)c1cnc(-n2nc(C)cc2C)nc1Nc1cccc(C(C)=O)c1
  -5, -1, -8, -11, 3, -4, -2.5, -8, 4, 0.5, 12
O=c1c2c(nc3n1CCCCC3)-c1ccccc1CC21CCCC1
  -7, 2, 16, 9, -23, -4, 3.5, x, -4, -0.1, 2
CN1C(=O)S/C(=C/c2ccc(OCc3cccc(C(=O)O)c3)cc2)C1=O
  -19, 1, 1, 22, -233, -3, -0.5, 13, 29, -0.1, -186
CCN(C[C@H]1N[C@@](Cc2ccccc2)(C(=O)OC)[C@H]2C(=O)N(Cc3ccccc3)C(=O)[C@@H]12)S(=O)(=O)c1ccc(C(C)(C)C)cc1
  -8, x, -7, -12, -10, -3, -1.5, x, -1, 0.1, -1
Nn1c(SCC(=O)NCCCc2ccccc2)nnc1-c1cccnc1
  -5, 2, 8, -6, -33, 0, 0.4, x, 10, -0.2, 9
CC(C)(C)c1ccc(C(=O)/C=C2\NC(=O)CS2)cc1
  x, 1, 14, -51, -146, 0, -3.8, -2, -131, 0.1, -219
Cc1ccc(COc2ccc3c(c2)OCO3)cc1
  -5, -3, -1, -66, -131, -2, 0.0, 0, -269, 0.1, -399
S=C(NC1CCCC1)N1CCN(c2ccccn2)CC1
  -18, 1, 4, -6, -17, -6, -1.0, 7, 15, 0.1, 15
CC1CCc2c(nc3nc[nH]n3c2=O)C1 (stereo unspecified)
  x, -1, 2, 2, 9, -1, 1.9, -6, 9, 0.0, 9
COc1ccccc1CN1CC(C(=O)N(C)CCCn2nc(C)cc2C)CCC1=O (stereo unspecified)
  x, 5, 1, 4, -13, -4, -0.2, 4, 2, 0.4, -2
COC(=O)c1cc(OC)c(OC)cc1NC(=O)c1cccc(OC)c1OC
  1, 1, -3, 13, -10, 1, -0.5, -14, 2, 0.0, 10
O=C(NCC(F)(F)F)c1ccc(S(=O)(=O)NCCc2ccc3c(c2)OCCO3)cc1
  -4, x, 4, x, -24, 28, -0.7, x, 8, -0.2, 6
CC(=O)C1=C(C)OC(N)=C(C#N)C1c1ccco1 (stereo unspecified)
  x, 1, -3, 6, 11, -2, -0.6, -2, 16, -0.1, 14
CCOC(=O)N1CCC(=NNc2ccc(S(N)(=O)=O)cc2[N+](=O)[O-])CC1
  -1, -1, -1, 6, 30, -1, -0.4, -3, 10, 0.3, 19
CCOC(=O)CCCCC(=O)c1[nH]c(=O)[nH]c1CSc1nnc2c3ccccc3n(C(C)C)c2n1
  -6, -22, -7, -10, 8, 5, 1.8, -3, 17, -0.2, -116
CS(=O)(=O)c1ccc(-c2nnc(NC(=O)c3ccco3)o2)cc1
  -7, 3, 0, -11, -15, 4, -0.1, 7, -2, 0.0, -6
Cc1oc(-c2ccc(Cl)cc2)cc1C(=O)N1CCC1(C)C(=O)O (stereo unspecified)
  -11, x, -8, x, -114, -2, -2.6, 5, -164, -0.1, -172
CC(=O)Nc1ccccc1-c1nnc(SCc2ccccc2Cl)[nH]c1=O
  -3, 0, 5, 0, 9, 13, -0.1, -13, 13, 0.1, 1
O=C(CC1C(=O)NC2CCCCC2N1C(=O)c1ccc([N+](=O)[O-])cc1)Nc1ccccc1 (stereo unspecified)
  -6, 8, -1, 7, -42, 0, -0.6, -1, 9, 0.0, 5
Cc1c(OCc2ccccc2)c(=O)ccn1Cc1ccc(F)cc1
  5, 3, 0, -1, -42, -1, 1.5, -4, -44, 1.0, -39
COc1cc(CNCCCN2CCOCC2)cc(Cl)c1OCC(=O)NC(C)(C)C
  -19, -3, -6, -15, 9, 8, -0.6, -10, 0, -0.1, -11
CCc1ccc(NC2=CC(=O)C(=O)c3ccccc32)cc1
  -6, x, -6, 104*, -32, 6, -0.3, 1, -112, 5.4*, 6
O=C(c1ccc(Br)cc1)c1cc([N+](=O)[O-])ccc1N1CCOCC1
  -17, 2, 9, 7, -8, 14, -3.9, 1, 20, -0.5, 41
CN(C(=O)CN1C(=O)NC2(CCc3ccccc32)C1=O)C1CCS(=O)(=O)C1 (stereo unspecified)
  -6, 5, 5, -4, -5, 4, -0.4, -2, 13, 0.1, 12
CC(=O)N[C@@H]1c2c(ccc3ccccc23)OC[C@@H]1COC(C)=O
  -3, 2, -2, 9, 9, -2, -0.2, 13, 4, 0.3, -1

Exocytosis inh, hit marks shown above.
smiles | CaV13 ICDI inh | NR2E3 ag-2 | PDI turbidity | TRPM1 prom inh | NR2E3 ag-1 | Exocytosis inh | Vif imaging | HIF-2a inh | aDG glyco act | Peg3 prom inh
O=C(O)CSc1cc(NS(=O)(=O)c2cccc([N+](=O)[O-])c2)c2ccccc2c1O | -2 | x | -3 | 76* | -6 | 75* | 14 | 15 | 2.6* | 3

Part of the list above, as a markdown table.
| Compound | CaV13 ICDI inh | NR2E3 ag-2 | PDI turbidity | TRPM1 prom inh | NR2E3 ag-1 | Exocytosis inh | iPSC survival up | Vif imaging | HIF-2a inh | aDG glyco act | Peg3 prom inh |
| --- | --- | --- | --- | --- | --- | --- | --- | --- | --- | --- | --- |
| COc1ccc(Nc2nc3ccccc3nc2NS(=O)(=O)c2ccc(NC(C)=O)cc2)cc1 | 2 | -1 | 3 | -1 | -12 | -1 | -0.3 | -20 | -25 | 0.0 | 14 |
| Cc1nc2cnccc2n1C | -5 | -1 | -3 | 13 | 18 | -7 | 3.7 | -7 | 2 | 0.0 | -5 |
| CN(C)c1ccc(N=Nc2nc3ccccc3n2C)cc1 | -6 | -8 | -4 | u | 32 | 7 | -0.7 | 7 | 17 | 1.1 | 104* |
| COc1ccc(C(=O)NCC(=O)N=Nc2c(O)n(Cc3ccccc3)c3ccccc23)cc1OC | 1 | 2 | -2 | 9 | -34 | 1 | 0.2 | -1 | 14 | 1.3 | 27 |
| Cc1ccc(O)c(N=NC2=C(O)CC(C)(C)CC2=O)c1 | -17 | -3 | 0 | -54 | -27 | -1 | -3.4 | -7 | -186 | 0.8 | -141 |

Compound activity: PubChem BioAssay, several laboratories

Hits appear at their usual frequency, and some 3.5% of all compounds hit somewhere here.
